Compound activity as filed in PubChem.
Sm TGR block: inhibitors of Schistosoma mansoni thioredoxin glutathione reductase | Q962Y6 | purified TGR, DTNB reduction, TNB absorbance 405 nm | Potency, µM (highest dose often 114 µM), inactives show at the top dose activity change, negative = inhibition, usual class: inhibitors | 3% of 360,000 active | AID 485364; active means well fitted inhibition curve with a large enough effect; inconclusive means small, poorly fitted or top-dose-only effect; inactive means no such curve, though single readings can be large or run the other way; further: nearly all actives have a fitted effect of over 60% in size
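Kinetic colorimetric format: TGR-catalysed, NADPH-driven DTNB reduction monitored via TNB absorbance. Enzyme dispensed at 20 nM; compound exposure 15 min at room temperature before reaction start.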
* hit, by the source's call; ? = inconclusive; [ ] = remark or other dose. On the % scale 0 is the no-effect control and ±100 the full control effect; potency means the concentration at half of the fitted maximal effect.

SMILES	Sm TGR block
COc1cccc(CNC(=O)CN2C(=O)N(c3cc(C)ccc3C)S(=O)(=O)c3ccccc32)c1OC	39.1%[activator]
COc1cc2ccccc2cc1C(=O)N1CCN(c2nc3ccc(F)cc3s2)CC1	6.2%
Cc1ccc2nc(N(Cc3cccnc3)C(=O)c3cccs3)sc2c1	1.3%
CC(=O)c1ccc(NC(=O)C2CCC(CNS(=O)(=O)c3cccs3)CC2)cc1 (stereo unspecified)	-4.4%
CCOc1ccc(OCC(=O)NCCS(=O)(=O)N2CCN(c3cccc(Cl)c3)CC2)cc1	6.5%
CCOc1cc(C)c(C(C)C)cc1S(=O)(=O)n1ccnc1CC	-1.3%
CCOCCCn1c(=N)c(S(=O)(=O)c2ccc(C)cc2)cc2c(=O)n3ccccc3nc21	-7.5%
Cc1cc(C)c(NC(=O)CSC2=Nc3ccccc3C3=NC(CC(=O)NCc4cccs4)C(=O)N23)c(C)c1 (stereo unspecified)	-3.3%
CCCc1cc(=O)[nH]c(Nc2ccc(C(=O)O)cc2)n1	-1.2%
Fc1ccc(-c2cc(-c3nc(-c4ccc(Cl)cc4)no3)[nH]n2)cc1	8.2%
Cn1c(CNC(=O)CSc2n[nH]c(-c3ccccc3)n2)nc2ccccc21	-3.1%
Cc1ccc(S(=O)(=O)c2nnn3c2nc(NCc2ccccc2)c2sccc23)cc1	2.4%
Cc1cc(C)cc(-n2ccnc2SCC(=O)Nc2ccc(C)c(Cl)c2)c1	-0.2%
CC(=O)c1cccc(NC(=O)c2ccc3c(c2)c(C)c(C)n3Cc2ccc(Cl)cc2)c1	10.9%
O=C1C2=C(Nc3ccccc3SC2c2ccc(C(F)(F)F)cc2)c2ccccc21 (stereo unspecified)	9.1%
COc1cccc(CNC(=O)Cn2c(=O)oc3cc(S(=O)(=O)N4CCCC4)ccc32)c1	-9.3%
CCOC(=O)c1c(S(=O)(=O)N2CCC(C(=O)Nc3ccc(C)c(Cl)c3)CC2)c(C)n(C)c1C	-4.0%
CCCSCCCNC(=O)c1ccc2c(c1)sc1nc(-c3ccc(OCC)cc3)cn12	11.6%
Cn1c(SCc2ccc(F)cc2)nc2ccc(C(=O)NCc3ccc(Cl)cc3)cc21	2.5%
COc1ccc(/C=C/C(=O)Nc2ccc3nc(N4CCCCC4)cc(C)c3c2)cc1OC	8.5%
O=C(Nc1ccc(Cl)c(Cl)c1)c1cc(S(=O)(=O)N2CCN(c3cccc(Cl)c3)CC2)ccc1F	6.1%
COc1ccc(CCNC(=O)Cn2c(=O)c3cccn3c3ccc(F)cc32)cc1OC	-4.3%
CCOc1ccc(NC(=O)N2CCC(CN3CCc4ccccc4C3)CC2)cc1	0.6%
CCOc1ccc(CNC(=O)CCc2cn(CC)c3ccccc23)cc1	-0.8%
CCCOC(=O)c1ccc(Cn2nnc3sc4c(c3c2=O)CCC(C)C4)cc1 (stereo unspecified)	5.4%
CCn1cc(/C=C(\NC(=O)c2cc(OC)c(OC)c(OC)c2)C(=O)NCCCn2ccnc2)c2ccccc21	4.6%
N#CC1=C2SCN(C3CCCCC3)CN2C(=O)CC1c1ccc(Cl)cc1 (stereo unspecified)	7.94µM*
N#Cc1ccccc1NC(=O)C(=O)NCC(c1ccc2c(c1)OCO2)N1CCN(c2ccccc2)CC1 (stereo unspecified)	-3.6%
CNC(=O)c1c(NC(=O)c2cc(=O)c3ccccc3o2)sc2c1CCC2	-1.3%
COc1ccc(NC(=O)c2c(NCc3cccc(F)c3)sc3c2CCC3)c(OC)c1	-32.4%
COc1cccc(-n2ccnc2SCC(=O)Nc2ccc(Cl)c(Cl)c2)c1	-0.6%
CCc1ccc(CNCc2c(C(=O)O)n(Cc3cccc(F)c3)c3cc(OC)ccc23)cc1	2.9%
Cn1c(=O)c2c(-c3ccccc3)n3c4ccccc4nc(-c4ccccc4)c3c2n(C)c1=O	3.6%
Cc1cc(C)c(NC(=O)CSc2ncc3c(n2)-c2cc(Cl)ccc2N(C)S3(=O)=O)c(C)c1	21.9%
CNC(=O)c1cc2c(n(-c3ccc(C)cc3)c1=O)CC(C)(C)CC2=O	1.1%
Cc1ccc(C(c2sc3nc(-c4ccco4)nn3c2O)N2CCN(c3ccc(F)cc3)CC2)cc1 (stereo unspecified)	-7.6%
COc1ccc(C(=O)N2CCN(c3nc4c(OC)cccc4s3)CC2)cc1OC	-1.9%
COc1ccccc1CNS(=O)(=O)c1ccc2c(c1)NC(=O)C(C)C(=O)N2 (stereo unspecified)	-2.8%
CCn1cc(C(=O)N(C)Cc2ccccc2)c(=O)c2cc(S(=O)(=O)N3CCCCC3)ccc21	-0.4%
CCOc1ccccc1N(CC)C(=O)c1cc2ccc3cccnc3c2[nH]1	0.2%
COc1cc(OC)c(NC(=O)c2cc(C)nc3c2c(C)nn3-c2ccc(C)cc2)cc1Cl	9.7%
O=C(CSCc1ccc(F)cc1)N1CCN(c2ccccc2F)CC1	1.2%
COC(=O)c1ccc(NC(=O)CCNS(=O)(=O)c2cccc3nsnc23)cc1	-4.6%
COC(=O)c1ccc(Cn2c(SCC(=O)N(C)c3ccccc3)nc3ccccc32)cc1	7.1%
COc1ccc(Cl)cc1NC(=O)c1nn(-c2ccc(C)cc2)c(=O)n(C)c1=O	1.1%
COc1ccc(CSc2nc3ccncc3n2CC(=O)Nc2ccc(C)c(F)c2)cc1	1.2%
Cc1cccc(Cn2c(=O)n(CCC(=O)NCc3ccc4c(c3)OCO4)c(=O)c3sccc32)c1	3.0%
O=C(Nc1ccc(F)cc1F)N1CCc2c(sc3c2CCCC3)C1c1ccc(F)cc1 (stereo unspecified)	47.6%[activator]
COc1ccc(CNC(=O)Cc2ccc(NC(=O)N3CCCCc4ccccc43)cc2)cc1	0.3%
COc1ccc(CNC(=O)c2cnn(-c3ccc(C)cc3)c2C2CCN(C(=O)OC(C)(C)C)CC2)cc1	-2.9%

(more compounds)
SMILES	Sm TGR block
Cc1ccc2sc(N(Cc3cccnc3)C(=O)CCOc3ccccc3)nc2c1C	35.5µM*
CNC(=O)Cn1cc(S(=O)(=O)Cc2ccccc2F)c2ccccc21	5.9%
COc1cc(Cl)c(C)cc1NC(=O)Cn1cnc2sc(C)c(S(=O)(=O)N3CCCCC3)c2c1=O	-2.9%
Cc1ccc2nc(CN3CCN(C(=O)Nc4ccc(F)cc4)CC3)oc2c1	-9.3%
Cc1cccc(OCC(=O)Nc2ccccc2C(=O)OCc2cc(=O)n3nc(C4CC4)sc3n2)c1	53.7%[activator]
O=C(COc1ccccc1-c1nc(-c2ccccc2)no1)Nc1cccc([N+](=O)[O-])c1	-2.2%
CCC1Oc2ccc(C)cc2N(CC(=O)NCc2ccc(F)cc2)C1=O (stereo unspecified)	-3.5%
Cn1ncc2c(NCc3cccc(Cl)c3)ncnc21	-10.8%
CCCOc1ccc(CNC(=O)C(CC)n2nc(C)c3sc4ccccc4c3c2=O)cc1 (stereo unspecified)	-8.1%
COc1ccc(Cl)cc1C(=O)Nc1c2c(nn1-c1ccc(Cl)cc1)CS(=O)(=O)C2	3.1%
O=C(COc1ccc(Cl)cc1)Nc1nnc2n1CCS2	4.6%
CCOc1cc(CNC(=O)C2COc3ccccc3C2)cc(OCC)c1OCC (stereo unspecified)	3.0%
CCC(=O)Nc1cc(C)c(O)c(-c2nc3ncccc3o2)c1	9.4%
COc1ccc2oc(=O)c(-c3nc(-c4cccs4)no3)cc2c1	2.6%
CCc1cccc(NC(=O)Cn2c(=O)ccc3cc(S(=O)(=O)N4CCC(C)CC4)ccc32)c1	4.2%
CC(C)CCN1C(=O)N(c2ccccc2)C(=O)C1CC(=O)Nc1ccc(Cl)cc1 (stereo unspecified)	18.6%
CC1CCN(S(=O)(=O)c2nnc(NC(=O)c3ccc(C(C)C)cc3)s2)CC1	4.9%
CCc1ccc(-n2nc(CO)c(C(=O)NCc3cccnc3)n2)cc1	5.0%
O=C(NCc1ccccc1)c1cnc(N2CCCCC2)c2ccccc12	-1.3%
Cc1cccc(N2CCN(S(=O)(=O)c3cc(C(=O)Nc4ccc(Oc5ccccc5)cc4)ccc3F)CC2)c1C	-0.3%
Cc1ccc(C(=O)N(Cc2ccco2)Cc2sccc2C)cc1	-3.9%
Cc1ccc(S(=O)(=O)c2nnn3c2nc(N2CCOCC2)c2sccc23)cc1C	-1.4%
Cc1ccc(C)c(NC(=O)Cc2coc3cc(C)cc(C)c23)c1	-3.2%
CCc1ccccc1NC(=O)N1CCC(CN2CCc3ccccc3C2)CC1	-5.6%
COc1ccc(OC)c(NC(=O)N2CCC(CN3CCCCC3)CC2)c1	-1.7%
Cc1ccc(OCC(=O)Nc2cccc(C(=O)OCc3cc(=O)n4nc(C)sc4n3)c2)cc1	3.2%
Cc1ccc(-n2ncc(C(=O)NCCN3CCc4ccccc4C3)c2C2CCN(C(=O)OC(C)(C)C)CC2)c(C)c1	-0.1%
CCOc1ccc(-c2nc(SCC(=O)Nc3ccc(C)c(C)c3)n3[nH]c(=O)cc3n2)cc1	4.2%
Cc1ccc(NC(=O)CSc2nc3ccc(Br)cc3[nH]2)c(C)c1	-2.9%
CCc1nn(CC(=O)NCc2ccccc2)c(=O)c2cccn12	-2.1%
Cc1cc(C)cc(-n2c(SCC(N)=O)nc3c([nH]c4ccccc43)c2=O)c1	-8.0%
CCOC(=O)c1cc(OC(=O)c2cccc(C)c2)n(-c2ccccc2)n1	8.2%
COc1ccc(N2CCN(C(=O)c3cc4c(=O)n(Cc5cccnc5)ccc4nc3C)CC2)cc1	0.3%
COc1cc(NC(=O)c2cc(-c3cccs3)on2)c(OC)cc1Cl	-4.0%
CCn1cc(C(=O)NCCOC)c(=O)c2cc(S(=O)(=O)N3CCOCC3)ccc21	7.6%
CSCC[C@@H](C(=O)Nc1cccc(F)c1)N1Cc2ccccc2C1=O	-1.8%
CCc1cccc(NC(=O)CCn2c(=O)c3cccn3c3cccnc32)c1	0.8%
Cc1ccc(N2CCn3c2nc2c3c(=O)n(Cc3cccc(Cl)c3)c(=O)n2C)cc1C	-7.0%
COc1ccc(NC(=O)N2CCC(n3c(C)nc4cccnc43)CC2)cc1OC	-0.4%
Cc1cccn2c(=O)c(C(=O)N3CCN(c4ccccc4F)CC3)cnc12	35.3%
COc1ccc(-c2oc3ncn4nc(COc5ccccc5C)nc4c3c2-c2ccc(OC)cc2)cc1	11.1%
Cc1c(Cl)cccc1NC(=O)CSc1nc(=O)n(Cc2ccco2)c2c1CCC2	39.8µM*
Cc1ccc(NS(=O)(=O)c2cn(C)c(C)n2)c(Br)c1	1.3%
COc1ccc(C(=O)N2c3ccc(C)cc3C(C)(c3ccccc3)CC2(C)C)cc1 (stereo unspecified)	-0.2%
Cc1ccc(CCNC(=O)CCCn2nc(C)c3c(C)n(-c4ccccc4)nc3c2=O)cc1	?
CCn1cc2nc(SCC(=O)Nc3ccc(C)cc3)n(Cc3ccc(C)cc3)c(=O)c2n1	-2.9%
CC(=O)c1ccc(NC(=O)Cn2nc(N3CCN(c4ccccc4)CC3)ccc2=O)cc1	-3.3%
COc1cc2nc(Nc3cccc(C)c3)nc(N)c2cc1OC	4.7%
CSc1ccc(CCNC(=O)c2cc(C)nc3c2c(C)nn3-c2ccccc2)cc1	-4.2%
Cc1noc(NS(=O)(=O)c2ccc(NC(=O)COc3ccccc3Br)cc2)c1C	-3.2%

Entries shown so far that have a cyano group:
SMILES	Sm TGR block
N#CC1=C2SCN(C3CCCCC3)CN2C(=O)CC1c1ccc(Cl)cc1 (stereo unspecified)	7.94µM*
N#Cc1ccccc1NC(=O)C(=O)NCC(c1ccc2c(c1)OCO2)N1CCN(c2ccccc2)CC1 (stereo unspecified)	-3.6%

(cont.)
SMILES	Sm TGR block
COc1ccc(-c2nc3nc(C)cc(C)n3c2Nc2c(C)cccc2C)cc1	2.7%
Cc1ccc(CSCCC(=O)N2CCN(c3cc(C)ccc3C)CC2)cc1	-2.4%
N#Cc1ccccc1NC(=O)c1cccn(Cc2ccccc2)c1=O	12.2%
CCOc1ccc(CCNC(=O)CCc2cn(Cc3ccc(C)cc3)c3ccccc23)cc1	1.0%
Cc1cccc(NC(=O)Nc2nnc(N(C)C3CCCCC3)s2)c1C	-9.0%
Oc1ccc(-c2nc3ccccn3c2Nc2ccc3c(c2)OCCO3)cc1	-1.7%
Cc1ccc(Cl)cc1NC(=O)CSc1nccn1C	11.0%
Cc1ccc2c(c1)N(C(=O)Nc1cccc3c1CCCC3)CC(C)O2 (stereo unspecified)	9.2%
COc1ccccc1C(=O)Nc1ccccc1C(=O)OCc1cc(=O)n2ccsc2n1	0.8%
Cc1ccc(NC(=O)Cn2ncc3c4ccccc4n(Cc4ccccc4)c3c2=O)cc1Cl	-0.9%

Exported as comma-separated lines: seven of the compounds above.
Compound,Sm TGR block
Cc1ccc(CSCCC(=O)N2CCN(c3cc(C)ccc3C)CC2)cc1,-2.4%
N#Cc1ccccc1NC(=O)c1cccn(Cc2ccccc2)c1=O,12.2%
CCOc1ccc(CCNC(=O)CCc2cn(Cc3ccc(C)cc3)c3ccccc23)cc1,1.0%
Cc1cccc(NC(=O)Nc2nnc(N(C)C3CCCCC3)s2)c1C,-9.0%
Oc1ccc(-c2nc3ccccn3c2Nc2ccc3c(c2)OCCO3)cc1,-1.7%
Cc1ccc(Cl)cc1NC(=O)CSc1nccn1C,11.0%
Cc1ccc2c(c1)N(C(=O)Nc1cccc3c1CCCC3)CC(C)O2 (stereo unspecified),9.2%

Next part
SMILES	Sm TGR block
Cc1cc(-n2c(C)nc3ccccc3c2=O)ccc1NC(=O)c1ccc(C)c([N+](=O)[O-])c1	14.2%
Cc1ccc(NC(=O)[C@H](Cc2ccccc2)N2Cc3ccccc3C2=O)cc1F	24.4%
CCOC(=O)c1c(C)oc2nc(C)nc(NCCc3ccc(OCC)c(OCC)c3)c12	-12.5%
CCCOc1ccccc1Cn1c(=O)sc2ccccc21	11.1%
Cc1ccccc1NC(=O)c1ccc(N(Cc2ccccc2)S(C)(=O)=O)cc1	-1.3%
COc1ccccc1CNC(=O)CSc1nc(=O)[nH]c2c1CCCC2	2.9%
COc1cccc(N2CC(NC(=O)c3ccc(S(=O)(=O)N4CCCCC4)cc3)CC2=O)c1 (stereo unspecified)	14.8%

Only part of the results is shown; rates above refer to the full screens.
